BLM inh = qHTS Assay for Inhibitors of Bloom's syndrome helicase (BLM). 350,000 tested, 0.2% active. AID 2528, 2010. RecQ-like DNA helicase BLM (Homo sapiens), P54132. recombinant BLM DNA unwinding, fluorescence dequenching. Potency, µM (highest dose often 56.1 µM), for the others: at the highest dose activity change, negative = inhibition, most hits filed as inhibitors;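 note: plate controls were vehicle for no effect and no enzyme for full effect; nearly all actives have a fitted effect of over 35% in size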
Anesthetic bind = qHTS Assay for Identification of Novel General Anesthetics. Ferritin light chain (Equus caballus), P02791. Potency, µM (titrated, usually from 77.5 µM), without a hit: top-dose activity change, negative = displacement, actives largely listed as inhibitors. apoferritin/1-aminoanthracene competitive binding, fluorescence. 350,000 tested, 0.074% active. AID 485281, 2010; note: % is set by controls: 0 for no effect and ±100 for the full control effect; nearly all actives have a fitted effect of over 20% in size
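Steps: apoferritin (10 uM) was premixed with half-saturated 1-AMA in PBS, compounds were pin-transferred, plates stood 10 min at room temperature, fluorescence was read at 380/535 nm, and curves were fitted with a Hill equation.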
APE1 inh = qHTS Assay for Inhibitors of the Human Apurinic/apyrimidinic Endonuclease 1 (APE1) | AID 2517, 2012 | Potency, µM (series often up to 65.8 µM), for inactives: at the highest dose activity change, negative = inhibition, most hits filed as inhibitors | 350,000 tested, 0.35% active | recombinant APE1, TAMRA/BHQ-2 abasic DNA cleavage fluorescence;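 note: plate controls were vehicle for no effect and reference inhibitor for full effect; nearly all actives have a fitted effect of over 55% in size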
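Kinetic fluorescence read (525 ex/598 em nm, three reads 60 s apart) of AP-site incision; signal = third minus first read. Enzyme 0.75 nM, dual-labelled THF duplex 50 nM, compound preincubation 15 min RT.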
G9a block = qHTS Assay for Inhibitors of Histone Lysine Methyltransferase G9a. G9a H3K9 monomethylation, AlphaScreen, 2 h. Potency, µM (series often up to 102 µM), for the others: at the highest dose activity, negative = inhibition, actives largely listed as inhibitors. Histone-lysine N-methyltransferase EHMT2 (Homo sapiens), Q96KQ7. 350,000 tested, 8.8% active; note: % is set by controls: 0 for no effect and ±100 for the full control effect; nearly all actives have a fitted effect of over 75% in size
Target sequence (Q96KQ7 913-1193 limits assumed): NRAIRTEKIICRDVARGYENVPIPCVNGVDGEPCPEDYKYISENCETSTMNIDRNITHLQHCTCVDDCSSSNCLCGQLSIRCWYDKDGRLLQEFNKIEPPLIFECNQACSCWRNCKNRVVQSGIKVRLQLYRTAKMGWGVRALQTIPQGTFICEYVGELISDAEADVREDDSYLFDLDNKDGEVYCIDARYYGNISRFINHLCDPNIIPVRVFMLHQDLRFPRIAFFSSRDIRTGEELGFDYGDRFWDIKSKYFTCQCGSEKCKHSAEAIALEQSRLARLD
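G9a (20 nM) was preincubated 15 min with compound, then reacted 2 h at room temperature with 500 nM biotin-H3K9 peptide and 20 µM SAM. Monomethyl-H3K9 detected by AlphaScreen using anti-H3K9me1 antibody.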
BAZ2B inh = qHTS Assay for Inhibitors of BAZ2B; Potency, µM (titrated, usually from 114 µM), for the others: at the top dose activity change, negative = inhibition, most hits filed as inhibitors; 360,000 tested, 4.4% active; Bromodomain adjacent to zinc finger domain protein 2B (Homo sapiens), Q9UIF8; AID 504333, 2011; AlphaScreen BAZ2B-H3K14Ac peptide displacement; note: % is set by controls: 0 for no effect and ±100 for the full control effect; nearly all actives have a fitted effect of over 60% in size
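Compounds, titrated to a top concentration of 110 uM, were incubated 30 min at room temperature with preformed BAZ2B/acetyl-K14 H3 peptide complex (50 nM each). Proximity signal was measured by AlphaScreen after 20 min with beads.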
Pol kappa inh = qHTS for Inhibitors of Polymerase Kappa; DNA polymerase kappa (Homo sapiens), Q9UBT6; purified Pol kappa, fluorescent DNA synthesis assay, 10 min; Potency, µM (top dose mostly 107 µM), inactives show top-dose activity, negative = inhibition, usual class: inhibitors; 400,000 tested, 0.53% active; AID 588579, 2011; note: % is set by controls: 0 for no effect and ±100 for the full control effect
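10 nM Pol kappa was preincubated with compounds for 15 min at room temperature. Reaction started with 50 nM (final) substrate. Fluorescence read kinetically at 0 and 10 min.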
POLI inh = qHTS for Inhibitors of Polymerase Iota; Potency, µM (series often up to 115 µM), without a hit: at the highest dose activity, negative = inhibition, most hits filed as inhibitors; 390,000 tested, 1% active; AID 588590, 2011; Pol iota fluorescent replication assay, 10 min
Target sequence (Q9UNA4 whole entry, looked up): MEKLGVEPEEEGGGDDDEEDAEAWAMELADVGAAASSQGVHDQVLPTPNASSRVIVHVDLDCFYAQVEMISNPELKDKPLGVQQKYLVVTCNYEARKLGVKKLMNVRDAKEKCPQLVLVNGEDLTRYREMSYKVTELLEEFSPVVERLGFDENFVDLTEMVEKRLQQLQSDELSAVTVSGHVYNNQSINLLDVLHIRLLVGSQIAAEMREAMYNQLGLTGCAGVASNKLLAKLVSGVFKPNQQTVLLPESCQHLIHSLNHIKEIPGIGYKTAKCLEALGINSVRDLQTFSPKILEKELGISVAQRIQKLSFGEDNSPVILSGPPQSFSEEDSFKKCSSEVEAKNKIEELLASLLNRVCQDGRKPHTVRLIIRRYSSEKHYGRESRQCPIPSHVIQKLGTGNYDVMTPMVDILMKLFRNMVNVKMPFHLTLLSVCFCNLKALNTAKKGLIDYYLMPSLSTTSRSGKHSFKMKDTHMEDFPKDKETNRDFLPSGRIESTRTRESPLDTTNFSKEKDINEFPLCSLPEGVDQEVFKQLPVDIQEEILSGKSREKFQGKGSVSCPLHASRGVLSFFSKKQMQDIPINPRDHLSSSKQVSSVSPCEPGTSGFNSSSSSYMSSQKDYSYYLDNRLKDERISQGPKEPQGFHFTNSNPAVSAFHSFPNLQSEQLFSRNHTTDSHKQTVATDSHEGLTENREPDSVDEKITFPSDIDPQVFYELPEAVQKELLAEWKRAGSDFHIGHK
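Pol iota at 10 nM preincubated 15 min with compounds at room temperature; reaction started with fluorescent substrate, 50 nM final. Fluorescence read kinetically at 0 and 10 min; buffer-only wells as negative control.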
POLB inh = qHTS Assay for Inhibitors of DNA Polymerase Beta | P06746 | Pol beta primer extension/strand displacement, fluorescence kinetic | Potency, µM (top dose mostly 114 µM), for inactives: at the highest dose activity change, negative = inhibition, hits mostly inhibitors | 340,000 tested, 1.3% active | AID 485314, 2010; note: % is set by controls: 0 for no effect and ±100 for the full control effect
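Preincubation: enzyme (10 nM) with compound, 15 min, RT. Reaction: substrate added to 50 nM final. Reads: 0 and 10 min. Analysis: normalized, Hill fit.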
POLH inh = qHTS for Inhibitors of Polymerase Eta | recombinant Pol eta, fluorescent DNA replication assay | Potency, µM (highest dose often 114 µM), for inactives: at the top dose activity change, negative = inhibition, actives largely listed as inhibitors | DNA polymerase eta (Homo sapiens), Q9Y253 | AID 588591, 2011 | 390,000 tested, 1.2% active; note: % is set by controls: 0 for no effect and ±100 for the full control effect
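Pol eta at 10 nM preincubated with compounds 15 min at room temperature; reaction started with fluorescent substrate (50 nM final) and read kinetically at 0 and 10 min.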
The depositor's hits bear a star; ? = inconclusive; . = no result given; [ ] = remark or other dose. Calls come from the whole dose curve; as a rule, active = well fitted curve in the direction sought with a large enough effect; inconclusive = small, poorly fitted or top-dose-only effect, or another doubt; inactive = no such curve, though single readings can be large; an effect the other way counts as inactive or inconclusive. Potency is the fitted concentration of half-maximal effect.

SMILES | BLM inh | Anesthetic bind | APE1 inh | G9a block | BAZ2B inh | Pol kappa inh | POLI inh | POLB inh | POLH inh
COCc1cc(CN2CCCC(C(=O)Nc3ccc(-c4ccco4)cc3)C2)ccc1OC (stereo unspecified) | -6% | ? | -1% | 8.9µM* | ? | -7% | 24% | 11% | ?
O=C(O)CC1SC(=Nc2ccccc2)N(c2ccccc2)C1=O (stereo unspecified) | -1% | -5% | -1% | -43%[12.7 µM] | -8% | 1% | 5% | 17% | 5%
O=C(c1cccc(S(=O)(=O)N2CCCC2)c1)N1CCN(c2ccccc2)CC1 | -7% | -3% | 1% | -25%[12.7 µM] | -3% | 6% | -2%[58.9 µM] | ? | -3%
COc1ccccc1CNC(=O)[C@H](CCSC)NC(=O)[C@@H]1Cc2ccccc2CN1 | 2% | -8% | 1% | . | ? | 21% | 30%[activator] | 24% | -15%
Cc1cc(F)ccc1S(=O)(=O)Nc1c(C)n(C)n(-c2ccccc2)c1=O | 0% | -6% | ? | 2% | -3% | 0% | 12% | 12% | -2%
Cc1ccc(CN2CCC(c3nc4ccc(Cl)cc4[nH]3)CC2)cc1 | 20% | ? | -1% | 31%[0.501 µM] | -12%[57.1 µM] | -9% | -3% | -1% | -4%
O=C(NCCCn1ccnc1)c1ccc(Cl)c(S(=O)(=O)N2CCOCC2)c1 | 2% | -10% | 15% | 8% | 5% | -11%[60.1 µM] | 18% | 40% | 0%
Cc1ccc(NC(=O)COc2ccc(/C=C3/NC(=O)NC3=O)cc2)cc1 | -7% | -9% | -7% | . | -9% | -3% | -17% | -19% | -1%
c1ccc(-c2cnnc3ccccc23)cc1 | . | . | 13% | -10%[2.33 µM] | 9% | 5% | -13% | . | -22%
COc1ccc(OC)c(S(=O)(=O)N2CCC(C(=O)Nc3cccc(C(F)(F)F)c3)CC2)c1 | -14% | -2% | -2% | 28%[59 µM] | -2% | -10% | 9% | 2% | -25%
CN(C)S(=O)(=O)c1ccc2c(c1)C(=NNC(N)=O)c1cc(S(=O)(=O)N(C)C)ccc1-2 | 3% | 2% | -8% | 1% | 0% | 3% | 31%[activator] | 0% | -17%
COc1cc(CNCc2ccccc2Cl)ccc1OCC(=O)NC1CCCCC1 | -1% | -2% | 16% | 62%[activator] | -16% | -2% | ? | 43% | -12%
CCOC(=O)N1CCN(S(=O)(=O)c2ccc(OCC(=O)OC)cc2)CC1 | 1% | -9% | 1% | 27%[59 µM] | 1% | -8% | -10% | -1% | -7%
Cn1c(=O)c2c(nc(CN3CCN(c4ccc(F)cc4)CC3)n2Cc2ccccc2F)n(C)c1=O | 0% | -13% | 3% | 19%[59 µM] | 25% | -14% | 8% | 9% | -5%
Cc1onc(-c2ccccc2)c1C(=O)Nc1ccc(S(=O)(=O)Nc2nccs2)cc1 | 0% | 3% | 22% | . | ? | 6% | 4% | 24% | -6%
Cc1onc(-c2c(Cl)cccc2Cl)c1C(=O)N=C(N)N1CCOCC1 | -4% | -1% | 1% | 17% | -1% | 0% | 17% | 0% | -19%
COC(=O)C(NC(=O)C(C)NC(=O)OCc1ccccc1)C(C)C (stereo unspecified) | 0% | 1% | 24% | 5%[12.7 µM] | 3% | -5% | 5%[58.9 µM] | 28% | -11%
O=C(NCCN1CCOCC1)c1cc2cc([N+](=O)[O-])ccc2s1 | 2% | -9% | -4% | ? | -3% | -11% | 76%[activator] | 33% | -6%
CCCCCn1c(=O)[nH]c2cc(C(=O)NCc3ccco3)ccc2c1=O | -3% | -8% | -2% | -8%[12.7 µM] | 1% | -6% | 39%[activator] | 8% | -10%
CCOc1cc(/C=N/NC(=O)CN2CCOCC2)ccc1OCc1ccccc1 | -1% | -11% | 2% | 7%[59 µM] | 5% | -17% | 49%[activator] | 5% | 0%
O=C(Nc1ccc(F)cc1Cl)C1CCN(C(=O)Nc2ccccc2)CC1 | -8% | -3% | 27% | -12% | -12% | -4% | 30% | 8% | -20%
CC(=O)Oc1cccc(O)c1 | 4% | 6% | 1% | 1%[2.33 µM] | . | 2%[60.1 µM] | . | . | .
O=C(c1ccccc1NS(=O)(=O)c1ccc([N+](=O)[O-])cc1[N+](=O)[O-])N1O[C@@H]2C=C[C@H]1C2 | . | . | 2% | . | . | -6% | ? | . | ?
Cc1cc(NC(=O)CCC(=O)N(c2ccccc2F)C(C(=O)NC2CCCC2)c2ccccc2)no1 (stereo unspecified) | -5% | -2% | -6%[12.4 µM] | 18%[59 µM] | 5% | -14% | 4% | 3% | -5%
Cc1ccc(NC(=O)CN(C)S(=O)(=O)c2ccc3c(c2)CCC(=O)N3)c(C)c1 | -3% | -2% | . | 5%[59 µM] | -13% | -22% | -27% | 14% | -10%
O=C(NC1CC1)c1ccc(NS(=O)(=O)c2ccc(F)cc2)cc1 | . | . | -6% | 7%[59 µM] | -27% | -8% | 23% | . | -23%
Cc1ccnc2nc(C(=O)Nc3ccc4c(c3)OCO4)nn12 | -1% | -6% | -1% | -11%[59 µM] | 3% | -1% | -1% | -1% | 13%
CN1CCN(C(CNC(=O)C(=O)Nc2ccc(F)cc2F)c2ccc3c(c2)OCO3)CC1 (stereo unspecified) | 3% | -4% | . | -4%[59 µM] | -8% | -7%[60.1 µM] | 36%[activator] | 6% | -21%
COc1cc(OC)cc(C(=O)Nc2ccc3oc(-c4ccc(Cl)cc4)nc3c2)c1 | 1% | -5% | . | 18%[59 µM] | 0% | 0% | 22% | -1% | -24%
COc1ccccc1NC(=O)COc1cc(C)nc(C(C)C)n1 | 1% | 1% | -5% | 10%[12.7 µM] | 11% | 6% | -18% | -6% | -3%
COc1ccccc1NC(=O)Nc1nnc(C(C)C)s1 | 3% | -16% | 0% | -4%[59 µM] | -5% | -8% | 9% | -7% | -6%
CCN1CCN(c2cc(C)c3cc(NC(=O)/C=C/c4ccc(C)cc4)ccc3n2)CC1 | 1% | -9% | . | 7%[59 µM] | 1% | -5% | 22% | -1% | -23%
COc1cccc(NC(=O)c2cc3c(=O)n(C)c4ccccc4c3n2C)c1 | -3% | -17% | . | 2%[59 µM] | 0% | -7% | 30%[activator] | -26% | -18%
CCSc1ncnc2c1sc1nc3c(cc12)COC(C)(C)C3 | 0% | 2% | 4% | 3% | 4% | -2% | -28% | 0% | -2%
Cc1nnc(SCc2ccccc2Cl)c2cc3sccc3n12 | -7% | 61%[activator] | . | ? | ? | -5% | -6% | ? | -19%
O=C(O)CCC(=O)N1CCN(c2ncccc2C(F)(F)F)CC1 | 1% | 1% | 1% | -3% | -1% | 0% | 26% | 2% | -5%
N#CCC(=O)N/N=C/c1cccc(Oc2ccccc2)c1 | -6% | -20% | -7% | 3% | -30% | -4% | 79%[activator] | 6% | -12%
CCc1ccc(S(=O)(=O)Nc2cccc(-c3ccc(N4CCOCC4)nn3)c2)cc1 | -6% | ? | . | 5%[59 µM] | -12% | -2%[60.1 µM] | 14% | 1% | -22%
Nc1ccc(SC(F)(F)F)cc1C(=O)c1ccccc1 | -9% | ? | 10% | 17% | 4% | -18% | 1% | -2% | -15%
Cc1ccc(NC(=O)N2CCCC2C(=O)NCC2CCCCC2)cc1 (stereo unspecified) | 0% | -3% | -10% | -7% | -1% | -21% | 59%[activator] | 20% | -6%
CC(NC(=O)c1cccs1)C1CCCO1 (stereo unspecified) | -2% | -6% | 22% | 11% | -4% | -9% | 125%[activator] | 12% | -15%
COc1ccccc1CNC(=O)c1cn(C)c2ccc(S(=O)(=O)N3CCCCC3)cc2c1=O | 0% | 0% | 0% | 5% | -10% | . | . | -5% | .
Cc1nnc(SCC(=O)N(C)c2c(N)n(Cc3ccccc3)c(=O)[nH]c2=O)n1Cc1ccccc1 | -1% | -3% | -1% | -21% | -16% | -9% | 20% | 6% | -1%
NC(=O)C1=C[C@@H](c2ccc(Br)cc2)C[C@@H](OCCCCO)O1 | -5% | -6% | 0% | ? | -8% | 8% | ? | 5% | -10%
CN(C(=O)CSc1nc(N)cc(N)n1)C1CCS(=O)(=O)C1 (stereo unspecified) | -2% | -4% | 24% | ? | -1% | 0% | 44%[activator] | 1% | -11%
C[C@H](CO)N1C[C@H](C)[C@@H](CN(C)C(=O)NC2CCCCC2)Oc2ccc(NC(=O)c3ccncc3)cc2C1=O | . | . | 7% | . | . | 0% | 16% | . | -10%
CC(=O)NC1(c2ccccc2)CCN(Cc2nnnn2C(C)(C)C)CC1 | -3% | -6% | 2% | -37%[12.7 µM] | -17% | -11% | 10% | -2% | 2%
CCCn1c(CCNc2nc(-c3ccc(Cl)c([N+](=O)[O-])c3)cs2)nc2cc(Cl)c(Cl)cc21 | -4% | -4% | 6% | . | ? | -3% | 12% | 17% | -9%

Fetched by compound from the list above (5):
SMILES | BLM inh | Anesthetic bind | APE1 inh | G9a block | BAZ2B inh | Pol kappa inh | POLI inh | POLB inh | POLH inh
O=C(NCCN1CCOCC1)c1cc2cc([N+](=O)[O-])ccc2s1 | 2% | -9% | -4% | ? | -3% | -11% | 76%[activator] | 33% | -6%
CN(C)S(=O)(=O)c1ccc2c(c1)C(=NNC(N)=O)c1cc(S(=O)(=O)N(C)C)ccc1-2 | 3% | 2% | -8% | 1% | 0% | 3% | 31%[activator] | 0% | -17%
Cc1ccc(NC(=O)CN(C)S(=O)(=O)c2ccc3c(c2)CCC(=O)N3)c(C)c1 | -3% | -2% | . | 5%[59 µM] | -13% | -22% | -27% | 14% | -10%
Nc1ccc(SC(F)(F)F)cc1C(=O)c1ccccc1 | -9% | ? | 10% | 17% | 4% | -18% | 1% | -2% | -15%
C[C@H](CO)N1C[C@H](C)[C@@H](CN(C)C(=O)NC2CCCCC2)Oc2ccc(NC(=O)c3ccncc3)cc2C1=O | . | . | 7% | . | . | 0% | 16% | . | -10%

Compound activity as filed in PubChem BioAssay.

Not all compounds are listed. The share of hits here may be higher or lower than overall.
